# Screening results (PubChem BioAssay)
# H9c2 TAG inh = reduces triacylglycerol accumulation in H9c2 cells | Nile Red lipid (TAG) fluorescence; cells loaded with 200 µM oleic acid | inhibition, % at 12.5 µM | actives 0.66% (n = 230,000) | AID 651582;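 active means pattern-corrected inhibition of lipid staining of at least 50% with the nuclear-stain viability signal not falling by more than 50%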;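 further: 0% = DMSO wells and 100% = triacsin C control wells; some results filed as inactive read as strong as hits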
# H9c2 TAG inh DAPI viability = second read-out of H9c2 TAG inh, no call of its own (marks repeat the call); DAPI nuclei signal change (viability), lower = more cytotoxic, %;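 whole-well DAPI fluorescence read on a plate reader as a viability signal; minus 50 percent equals half of cells still viable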
# * = called active by the depositor.
Compound	H9c2 TAG inh DAPI viability	H9c2 TAG inh
CC(C)CN(C(=O)COC(=O)c1ccc(C#N)cc1)C1CCS(=O)(=O)C1 (configuration not stated)	7	-8
Cc1ccc(O)c(-c2cc(C(=O)Nc3ccc(S(=O)(=O)N4CC(C)OC(C)C4)cc3)[nH]n2)c1 (configuration not stated)	-4	25
Cc1nn(-c2cccc(Cl)c2)nc1C(=O)O	6	-15
O=C1COc2ccc(C(=O)CSc3nnc(Cc4ccccc4)o3)cc2N1	-1	-8
CCOC(=O)C(C)Oc1ncnc2cccc(F)c12 (configuration not stated)	6	-22
Cc1ccc(C(=O)Nc2cccc(C(F)(F)F)c2)cc1NC(=O)c1[nH]cnc1C(N)=O	7	-8
Cc1c(N/C(=N/S(=O)(=O)c2ccc(F)cc2)c2ccccc2)c(=O)n(-c2ccccc2)n1C	9	4
CC1(C)CC(=O)c2sc(NS(=O)(=O)c3ccc(F)cc3)nc2C1	-2	4
CCCCCCCCCn1cc(C(C)=O)c(=O)[nH]c1=O	0	3
Cc1ccc(S(=O)(=O)NCCNc2ccc(Br)c(C)c2)cc1	4	-22
FC(F)(F)c1ccccc1Nc1nccs1	11	-2
Cc1ccc(CNC(=O)Nc2ccc(Cl)cc2)cc1	0	-42
Cc1ccccc1COC(=O)CNC(=O)c1sc2ccccc2c1Cl	-7	-8
Cc1cc(C)c(NC(=O)CS(=O)CC(=O)NCC2CCCO2)c(C)c1 (configuration not stated)	-4	-4
N#CC1=C(N)NC(SCc2ccccc2)=C(C#N)C12CCCCC2	-1	-49
CC(=O)Oc1ccc(-c2cc3ccccc3oc2=O)cc1	7	-8
CCc1cc(C(=O)NCC(c2cccs2)N2CCOCC2)sc1C (configuration not stated)	-2	1
O=C1CN(C(=O)CSc2nnc(C3CC3)n2-c2ccccc2)c2ccccc2N1	-2	1
Cc1cc(C)c(NC(=O)CN(C)C(=O)CNC(=O)c2cccs2)c(C)c1	-6	-4
CC1CCc2c(C(=O)Nc3ccc(N4CCOCC4)cc3)csc2C1 (configuration not stated)	-22	25
O=C(Nc1cccnc1)c1cccc(S(=O)(=O)N2CCc3ccccc32)c1	-1	-3
O=C(N/N=C/c1ccc(O)cc1)/C(=C/c1ccc([N+](=O)[O-])cc1)NC(=O)c1ccccc1	10	1
C=CCOc1ccc(CNc2nccs2)cc1	1	-5
O=C(NCCN1C(=O)S/C(=C\c2ccccc2Cl)C1=O)C1=COCCO1	3	-13
O=C(Cc1ccc(NC(=O)C2CCN(C(=O)C3CC3)CC2)cc1)Nc1ccc(C(=O)N2CCOCC2)cc1	8	-3
CC(=O)OCCC(NS(=O)(=O)OCC(Cl)(Cl)Cl)c1ccccc1 (configuration not stated)	-2	1
CC(=O)Nc1ccc(C(=O)Nc2cc(S(=O)(=O)N3CCOCC3)ccc2N2CCOCC2)cc1	5	-9
O=C(O)c1ccc2c(c1)N(Cc1cccc(F)c1)C(=O)CS2	4	4
COc1ccc(NC(=O)C2CC(=O)n3cnnc3S2)cc1 (configuration not stated)	-5	-4
Cc1cccc(OC(C)C(=O)Nc2ccc(N3CCCCC3)cc2)c1 (configuration not stated)	-9	14
C=C(C)COc1ccc(-c2nc(N)nc(C)c2Oc2ccccc2OC)c(O)c1	6	5
O=c1[nH]cnc2c1sc1nc(C(F)F)cc(-c3ccccc3)c12	1	9
O=C(NC1CCCc2ccccc21)C1CCCN(S(=O)(=O)c2cnc[nH]2)C1 (configuration not stated)	4	-2
C=CCn1c(O)c(N=NC(=O)c2ccccc2NS(=O)(=O)c2cccs2)c2ccccc21	-4	-12
CCN(C(=O)CSc1nnc(SC(C)C)s1)C1CCS(=O)(=O)C1 (configuration not stated)	-1	-1
CCC(=NN=C(CC)c1ccccc1O)c1ccccc1O	13	-13
CN(C)/C=C1/Nc2ccccc2C1=O	-8	14
COc1ccc(N=Nc2cnc(C)nc2-c2ccccc2)cc1	-6	15
O=C(C[C@@H]1C/C=C\C[C@H](NC(=O)OCC2c3ccccc3-c3ccccc32)C(=O)OC[C@@H]2CCCN2C1=O)NCCO	7	-43
CCN1CCN(C/C(C)=C/c2ccccc2)CC1	-8	6
O=C(CCCn1c(SCc2cc(=O)n3cc(Cl)ccc3n2)nc2ccccc2c1=O)NCC1CCCO1 (configuration not stated)	-2	3
O=C(O)c1cccc2c1Oc1ccccc1S2(=O)=O	7	14
COc1ccc(NC(=O)C2CCCN2S(=O)(=O)c2ccc3c(c2)C(C)(C)C(=O)N3C)cc1 (configuration not stated)	-10	-8
CC[C@@]12C(=O)N(c3ccc(C)cc3)C(=O)N1[C@H](c1ccc(OC)cc1)[C@@H]1C(=O)N(C(C)(C)C)C(=O)[C@@H]12	4	6
COc1cc(-c2ccc(=O)[nH]n2)ccc1OC(F)F	3	-7
O=C1CN(C(=O)C2CCCC2)CCN1	9	-5
CCCc1cc(CN(C)C(=O)c2ccc(OC3CCN(C(C)=O)CC3)c(OC)c2)[nH]n1	9	9
O=C(Nc1nnc(/N=C/c2ccco2)s1)c1ccc(F)cc1	-5	-16
Cc1occc1C(=O)Nc1c(F)c(F)c(F)c(F)c1F	1	-5
Cc1ccccc1C(=O)N1CCC(C(=O)Nc2ccc(C)c(S(=O)(=O)N3CCCCC3)c2)CC1	8	-8
CC(C)(C)NC(=O)C[C@H]1C[C@H](C(=O)N2CCCCC2)[C@@]2(C)c3[nH]c4ccc(Cl)cc4c3CCN2C1=O	8	3
COc1ccc(-c2cc(CNC(=O)CN3CCN(C)CC3)on2)cc1	-4	-2
Cn1nc(Cc2cccc3ccccc23)c(C#N)c1N	2	-4
Cc1ccccc1OCCn1cc(C=O)c2ccccc21	14	-35
COc1cc(OC)cc(N2C(=O)CC(N3CCC(C(=O)N4CCCCC4)CC3)C2=O)c1 (configuration not stated)	-3	1
O=c1c2ccccc2c(C=NCc2ccccn2)c(O)n1-c1ccccc1	25	3
CCN(CC)S(=O)(=O)c1ccc(Cl)c(NC(=O)c2ccncc2)c1	-4	-2
COc1ccc(CNC(=O)CC2C[C@H](C(=O)N3CCCCC3)[C@@]3(C)c4[nH]c5ccccc5c4CCN3C2=O)cc1OC (some centres not stated)	-2	6
Cc1occc1-c1nnc(SCC(=O)Nc2ccccc2N2CCCCC2)n1C	4	14
COc1ccccc1C(=O)NC(=O)COC(=O)Cc1ccc(F)cc1	1	15

# Later entries
Compound	H9c2 TAG inh DAPI viability	H9c2 TAG inh
COc1ccccc1Nc1nc(Cl)nc(Nc2ccccc2OC)n1	6	15
Cc1cccc(N=N/C(=C\O)C(=O)c2cccs2)c1	-3	4
COC(=O)C1CCCCN1C(=O)c1cc(COc2cccc3cccnc23)on1 (configuration not stated)	-3	11
CC(C)CN(C(=O)c1cc(Cl)nc2ccccc12)c1c(N)n(Cc2ccccc2)c(=O)[nH]c1=O	-5	-9
C/C(=N\N)c1c(-c2ccccc2)c2cc(Br)ccc2[nH]c1=O	2	3
CS(=O)(=O)Nc1cccc(C(=O)CC2(O)C(=O)Nc3ccc(Br)cc32)c1 (configuration not stated)	2	11
COc1cc(NC(=S)Nc2cccnc2)cc(OC)c1	0	15
CCOc1cc(Br)c(C(C)NC(=O)c2cccnc2)cc1OCC (configuration not stated)	-4	9
Cc1ccc(N2CCN(C(=O)c3ccccc3Br)CC2)c(C)c1	-7	2
Cn1c(=O)[nH]c(=O)c2c1nc(N1CCOCC1)n2CCSc1nc2ccccc2[nH]1	13	-6
C[C@@H](NC(=O)c1nc[nH]c1C(=O)N1CCN(c2ccccc2)CC1)c1ccccc1	8	-6
CCOc1ccc(N2C(=O)CC(NCc3ccc(S(N)(=O)=O)cc3)C2=O)cc1 (configuration not stated)	-4	0
Cn1sc(NC(=O)c2ccccc2Cl)nc1=O	6	-13
CC(C)(C)OC(=O)N1CCC(C(=O)Nc2cccc(C(=O)NC3CC3)c2)CC1	2	-3
COc1ccc(CN(Cc2cccn2C)C(=O)c2cc3cc(OC)ccc3[nH]2)cc1	4	-36
Cc1ccccc1S(=O)(=O)NC(=O)C1(C)CCN1C(=O)CCc1ccc(Cl)cc1Cl (configuration not stated)	-7	11
O=C(CN1C(=O)c2ccccc2C1=O)Nc1cc([N+](=O)[O-])ccc1O	7	10
COc1ccc(Cl)cc1NC(=O)c1ccoc1C	-8	-27
CCCCn1c(N)c(N(Cc2ccccc2OC)C(=O)C(C)Oc2ccc(Cl)cc2)c(=O)[nH]c1=O (configuration not stated)	1	-15
COc1ccc(NC(=S)Nc2cccc([N+](=O)[O-])c2)cc1	3	-24
CC(C)(C)NC(=O)/C(=C\c1cccnc1)NC(=O)c1ccco1	41	-6
Cc1cc(Cl)ccc1NC(=S)NCCCN1CCCC1=O	-4	9
CCOC(=O)c1cccc(NC(=O)c2cc3ccccc3o2)c1	3	5
O=C(/C=C/c1ccc(Cl)cc1Cl)OCC(=O)N1CCCC1	6	2

# Taken from the entries so far for reference:
Compound	H9c2 TAG inh DAPI viability	H9c2 TAG inh
Cn1sc(NC(=O)c2ccccc2Cl)nc1=O	6	-13
CC(C)(C)OC(=O)N1CCC(C(=O)Nc2cccc(C(=O)NC3CC3)c2)CC1	2	-3
COc1ccc(CN(Cc2cccn2C)C(=O)c2cc3cc(OC)ccc3[nH]2)cc1	4	-36
Cc1ccccc1S(=O)(=O)NC(=O)C1(C)CCN1C(=O)CCc1ccc(Cl)cc1Cl (configuration not stated)	-7	11

# Continued:
Compound	H9c2 TAG inh DAPI viability	H9c2 TAG inh
COc1cc(/C=N/Nc2nc(=O)[nH]nc2C)ccc1O	6	-1
O=S1(=O)C=C(N2CCCCC2)c2ccccc21	2	-5
Cc1ccc(NC(=O)Cn2cnc(C(=O)Nc3ccc(C)c(C)c3)n2)cc1C	-8	17
C[C@@H]1CN([C@@H](C)CO)C(=O)c2cc(NC(=O)C3CC3)ccc2O[C@H]1CN(C)C	5	-39
Cc1ccc(NC(=O)CSc2nnc(Cn3cnc4ccccc43)o2)cc1	7	-9
CC(C)(C)NC(=O)C(=O)N/N=C/c1cccs1	-5	-13
c1ccc(-c2nc(-c3ccncc3)no2)cc1	5	16
Cc1cc(C(=O)N/N=C/c2ccccc2)c(C)o1	-3	-12
COc1ccc(NC(=O)COC(=O)CCc2ccc(S(=O)(=O)N3CCOCC3)cc2)cc1OC	-1	-7
O=C(COc1cccc([N+](=O)[O-])c1)NN1C(=O)c2ccccc2C1=O	7	-12
COc1ccc(C)cc1S(=O)(=O)NCC(c1ccc2c(c1)OCO2)N1CCN(C)CC1 (configuration not stated)	7	9
CC1(C(=O)NS(=O)(=O)c2ccc(F)cc2F)CCN1C(=O)C1CCCCC1 (configuration not stated)	-11	7
Cc1cccc(C)c1-n1c(=O)n(Cc2ccccc2)c(=O)c2[nH]cnc21	3	-1
CN(C(=O)CSc1nnc(-c2ccccc2)n1C)C1CCS(=O)(=O)C1 (configuration not stated)	2	-4
CCOc1ccc(N2CC(C(=O)Nc3ccc(S(=O)(=O)Nc4ncccn4)cc3)CC2=O)cc1 (configuration not stated)	-1	-16
O=C(NCc1ccc(N2CCCC2=O)cc1)Nc1cccc2ccccc12	13	0
Cc1ccc(-c2nnn(CC(=O)N(CC3CCCO3)C(C(=O)NC(C)(C)C)c3ccc(F)cc3)n2)o1 (configuration not stated)	7	-6
COCCn1ccc2c(OCC(=O)NCCc3ccc(OC)c(OC)c3)cccc2c1=O	0	6
Cc1cccc(NC(=O)CN2C(=O)NC(C)(c3ccc4ccccc4c3)C2=O)n1 (configuration not stated)	-1	6
O=C1CC(c2ccccc2)n2nc(N3C(=O)c4ccccc4C3=O)nc2N1 (configuration not stated)	-5	11
CCOC(=O)c1c(C)[nH]c(C(=O)OC(C)C(=O)Nc2ccccc2OC)c1C (configuration not stated)	-7	13
COc1ccc(S(=O)(=O)N2CCCCCC2)cc1C(=O)NCc1ccc(C)cc1	4	2
CC1(C)O[C@@H]2C[C@H]3[C@@H]4C[C@H](F)C5=CC(=O)CC[C@]5(C)[C@H]4[C@@H](O)C[C@]3(C)[C@]2(C(=O)CO)O1	9	32
COc1ccccc1C(CNC(=O)C1CC(=O)N(Cc2ccccc2)C1)N1CCCC1 (configuration not stated)	44	4

# Full records, looked up by structure. Values in the order: H9c2 TAG inh DAPI viability | H9c2 TAG inh
# Shown for `COc1ccc(NC(=O)C2CC(=O)n3cnnc3S2)cc1` (configuration not stated) : -5 | -4
# Shown for `CC1(C(=O)NS(=O)(=O)c2ccc(F)cc2F)CCN1C(=O)C1CCCCC1` (configuration not stated) : -11 | 7
# Shown for `CC1(C)CC(=O)c2sc(NS(=O)(=O)c3ccc(F)cc3)nc2C1` : -2 | 4

# More records follow:
Compound	H9c2 TAG inh DAPI viability	H9c2 TAG inh
CCc1ccc(N2C(=O)Nc3ccccc3C2(O)C(=O)N2CCN(c3ccccn3)CC2)cc1 (configuration not stated)	-5	23
CC(CNCC1CCCO1)COc1cccc2ccccc12 (configuration not stated)	5	3
COc1ccc(NC(=O)c2ccc3c(c2)CCN3S(C)(=O)=O)cc1	3	-9
COc1cc(C=NCc2ccccc2)ccc1O	-6	7
COc1ccc(C2C(C)C(=O)C(C)C(c3ccc(OC)cc3)N2N=O)cc1 (configuration not stated)	-15	-11
COCCNC(=O)C1(C)CCCN(Cc2ccc(OC)cc2)C1 (configuration not stated)	3	13
COc1ccc2nc(C)cc(SCC(NC(C)=O)C(=O)OC(C)C)c2c1 (configuration not stated)	-6	3
CCCc1nc2sc3ccccc3c(=O)c2c(=O)n1Cc1ccco1	-10	2
CC(C)CNC(=S)NC(=O)c1ccc(F)cc1	-1	0
Oc1c(C=C2N=c3ccccc3=N2)sc(=S)n1C1CCCC1	7	-1

# Not all compounds are listed (hit frequency here may not be typical).
